From PubChem BioAssay
HT1080NT lethal: kills 2HG-producing HT-1080-NT fibrosarcoma cells; HT-1080-NT fibrosarcoma viability, CellTiter-Glo ATP luminescence, 48 h; Potency, µM (titrated, usually from 46.1 µM), for inactives: top-dose activity, negative = less viability, actives largely listed as cytotoxic; actives 1.6% (n = 360,000);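 note: NT is the 2HG producing partner of a matched IDH1 knockdown line; potency is the fitted concentration of half-maximal effect; 0% = DMSO-treated cells and -100% = media-only wells without cells; nearly all actives have a fitted effect of over 55% in size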
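Luminescent CellTiter-Glo readout after 48 hours of compound exposure at 37 degrees C defined viability of HT-1080-NT cells. Activity was normalized to DMSO wells and cell-free media wells; concentration-response curves were fitted and assigned curve classes.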
GLP1R ag: agonists of human GLP-1 receptor. HEK293 GLP-1R CRE-luciferase, luminescence, 4-6 h; cells express a hypersensitive GLP-1R form. Potency, µM (doses to about 45.6 µM), for the others: at the highest dose activation, actives largely listed as activators. actives 0.007% (n = 380,000). AID 624172; note: potency is the fitted concentration of half-maximal effect; % of control where 0% means no effect
Target sequence (P43220 whole entry, looked up): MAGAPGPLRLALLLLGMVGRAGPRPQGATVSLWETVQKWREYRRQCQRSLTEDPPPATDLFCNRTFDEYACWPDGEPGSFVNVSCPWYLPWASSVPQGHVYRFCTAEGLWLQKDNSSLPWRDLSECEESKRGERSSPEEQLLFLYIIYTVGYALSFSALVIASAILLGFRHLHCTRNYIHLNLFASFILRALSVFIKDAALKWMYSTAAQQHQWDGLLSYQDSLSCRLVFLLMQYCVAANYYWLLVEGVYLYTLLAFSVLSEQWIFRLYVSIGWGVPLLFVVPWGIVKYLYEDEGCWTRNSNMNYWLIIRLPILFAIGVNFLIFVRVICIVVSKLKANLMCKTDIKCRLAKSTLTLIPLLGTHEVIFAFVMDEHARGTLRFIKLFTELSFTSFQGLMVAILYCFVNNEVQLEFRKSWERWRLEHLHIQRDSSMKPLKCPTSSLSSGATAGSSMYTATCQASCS
KB-V1 MDR tox: KB-V1 MDR subline cytotoxicity | KB-V1 MDR cells viability, CellTiter-Glo, 72 h | Potency, µM (highest dose often 46.1 µM), for the others: at the top dose activity change, negative = cytotoxicity, most hits filed as cytotoxic | actives 3.4% (n = 400,000) | AID 1347076; note: potency is the fitted concentration of half-maximal effect; % is set by controls: 0 for no effect and ±100 for the full control effect; nearly all actives have a fitted effect of over 60% in size
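KB-V1, DMEM (no phenol red) + 10% FBS; cpd pin-transferred, titration series; 72 h, 37 degrees C; CellTiter-Glo, luminescence. Data normalized, curve-fit.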
D3 antag: antagonists of human D3 dopamine receptor; D3R cells, DiscoveRx beta-arrestin luminescence, antagonist mode; stronger effect = lower value; actives 2.5% (n = 360,000); P35462; max response, negative = inhibition, %; in the data active = max response below about -50%; inconclusive = no clear call, values can overlap the other calls; note: % is set by controls: 0 for no effect and ±100 for the full control effect; mostly tested at two doses, the higher about 12 µM
Target sequence (P35462 whole entry, looked up): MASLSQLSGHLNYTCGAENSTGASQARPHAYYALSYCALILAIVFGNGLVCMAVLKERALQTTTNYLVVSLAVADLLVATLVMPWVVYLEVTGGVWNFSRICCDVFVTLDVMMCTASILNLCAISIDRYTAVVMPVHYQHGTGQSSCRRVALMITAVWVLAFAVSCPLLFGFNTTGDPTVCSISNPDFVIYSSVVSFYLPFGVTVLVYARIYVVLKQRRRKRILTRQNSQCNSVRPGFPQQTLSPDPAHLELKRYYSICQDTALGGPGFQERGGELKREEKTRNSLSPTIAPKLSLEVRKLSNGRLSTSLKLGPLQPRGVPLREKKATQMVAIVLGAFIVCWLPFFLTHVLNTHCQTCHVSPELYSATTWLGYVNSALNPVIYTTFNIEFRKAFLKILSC
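Cells expressing the human receptor were seeded at 1500 cells/well, incubated overnight at 37 degrees C in 5% CO2, then exposed to library compounds with dopamine controls for 90 minutes at 37 degrees C before luminescent detection.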
KB-3-1 cytotox: kills parental KB-3-1 adenocarcinoma cells. AID 1347075. actives 1.4% (n = 400,000). KB-3-1 viability, CellTiter-Glo ATP luminescence, 72 h. Potency, µM (doses to about 46.1 µM), for the others: at the top dose activity change, negative = cytotoxic, actives largely listed as cytotoxic; note: potency is the fitted concentration of half-maximal effect; % is set by controls: 0 for no effect and ±100 for the full control effect; nearly all actives have a fitted effect of over 60% in size
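KB-3-1 cells, DMEM (no phenol red) + 10% FBS; compound by pin transfer, 72 h, 37 °C. Readout: CellTiter-Glo luminescence after 10 min. Data normalized, curve-fitted.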
IL1B secr inh: inflammasome signaling inhibition, IL-1 beta readout; actives 4.7% (n = 360,000); activity change, % at 57.5 µM; THP-1 LPS/ATP IL-1B secretion, AlphaLISA, 16 h; stronger effect = lower value; AID 743279; in the data active = activity change below about -50%; inconclusive = mostly about -30% to -49%; note: % is set by controls: 0 for no effect and ±100 for the full control effect
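THP-1 cells pretreated 1 hr with compounds (up to 57.5 uM final), then stimulated with LPS (250 ng/mL final) plus ATP (1.25 mM final); secreted IL-1B measured by AlphaLISA after 16 hr, decreased signal indicating inhibition.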
SW480 rereplic: inducers of DNA re-replication in SW480 colon cancer cells. actives 1.8% (n = 340,000). SW480 DNA re-replication, Hoechst DNA content imaging, 48 h. AID 624297. Potency, µM (series often up to 46.1 µM), without a hit: at the highest dose re-replication activation, hits mostly activators; note: potency is the fitted concentration of half-maximal effect; % of control where 0% means no effect; nearly all actives have a fitted effect of over 55% in size
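Compounds, transferred as 23 nL by pin tool, were incubated with cells for 48 hr; DNA content per nucleus was then quantified by Hoechst staining and fluorescence plate imaging.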
HT1080 IDH1KD tx: toxicity to HT-1080 IDH1 knockdown cells (counter line) | HT-1080 IDH1 knockdown viability, ATP luminescence, 48 h | Potency, µM (highest dose often 46.1 µM), without a hit: at the top dose activity, negative = toxicity, usual class: cytotoxic | actives 2% (n = 360,000) | AID 686971;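 note: potency is the fitted concentration of half-maximal effect; 0% = DMSO wells and -100% = cell-free medium wells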
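Assay cells: HT-1080 with IDH1 knockdown, 750 per well, RPMI/5% FBS. Exposure: 48 h at 37 °C following 2 h pre-incubation. Read: CellTiter-Glo luminescence; fitted concentration-response, curve class assigned.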
DRD3 agonist: activates the human D3 dopamine receptor; D3R DiscoveRx beta-arrestin cells, luminescence, 90 min; AID 652048; actives 0.58% (n = 410,000); max activation, %; in the data active = max activation above about 30%; note: 0% is about no effect; mostly tested at two doses, the higher about 12 µM
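Cells at 1500/well, incubated overnight, then treated with pinned compounds (dopamine as control) for 90 min at 37 degrees C. DiscoveRx reagent added for 30 - 60 minutes at room temperature; luminescence read.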
Active calls of the source: *; i = inactive; u = inconclusive; x = no result given; & = joins results of further samples; [ ] = remark or other dose. Unless noted, calls come from the whole dose curve; as a rule, active = well fitted curve in the direction sought with a large enough effect; inconclusive = small, poorly fitted or top-dose-only effect, or another doubt; inactive = no such curve, though single readings can be large; an effect the other way counts as inactive or inconclusive. Hits appear at their usual frequency; any-hit rate near 12%.

Values in the order: HT1080NT lethal | GLP1R ag | KB-V1 MDR tox | D3 antag | KB-3-1 cytotox | IL1B secr inh | SW480 rereplic | HT1080 IDH1KD tx | DRD3 agonist
CC1CCN(C(=O)COC(=O)c2ccccc2C(=O)c2ccccc2)CC1
→ 4% | 1% | -1% | -14 | 13% | -14 | -5% | 7% | -1
Cc1nn(-c2cccc(Cl)c2)nc1C(=O)O
→ 15% | -2% | 2% | -23 | -10% | 6 | -4% | 16% | -2
c1ccc2nc(-c3ccncc3)ccc2c1
→ 7% | 12% | 0% | -4 | 5% | u | -20% | -14% | 4
CC(C)CN(C(=O)COC(=O)C(C)N1C(=O)c2ccccc2C1=O)c1c(N)n(Cc2ccccc2)c(=O)[nH]c1=O (stereo not given)
→ 0% | -6% | -9% | 6 | -3% | -7 | 0% | 4% | 5
CCOc1ccc(N(CC(=O)N2CCCC2)S(=O)(=O)c2ccc(F)cc2)cc1
→ 5% | 18% | x | -2 | x | -8 | 2% | 0% | 13
c1ccc(-c2nnc(CN3CCN(c4ccccc4)CC3)o2)cc1
→ -1% | -6% | u | -17 | 17%&6% | 19 | -11% | 0% | 55*
COc1cc(CN2CCC(C(=O)N3CCC(C)CC3)CC2)cc(Br)c1O
→ 0% | -9% | -5% | u | 1% | -21 | 1% | 9% | -12
O=C(Nc1cc([N+](=O)[O-])ccc1C(=O)Nc1cccnc1)c1ccccc1
→ -19% | 6% | -12% | 9 | -8% | -10 | -3% | -20% | 1
COc1ccc(C2(C(=O)N3CCCC3)CCOCC2)cc1OC
→ -13% | -2% | -11% | -12 | -10% | 0 | 1% | -2% | -8
C[C@H](NC(=O)c1[nH]cnc1C(=O)Nc1nccs1)c1ccccc1
→ 9% | 0% | 0% | 9 | 4% | -5 | -1% | 17% | 12
O=C(NCCN1CCCCC1)c1ccc(F)cc1Cl
→ -5% | 5% | -8% | -23 | 2% | 0 | 22% | -14% | -17
O=c1[nH][nH]c2c1[C@H](c1ccc(F)cc1)O[C@H](C1CCCCC1)C2
→ 5% | 0% | 0% | 8 | -14% | -15 | x | -1% | 1
CCN(CC(=O)Nc1cc(Cl)ccc1C)C(=O)c1cc(S(=O)(=O)N2CCCCCC2)ccc1OC
→ -2% | 8% | u | -2 | -21% | u | 10% | -7% | -15
CCN(CC)CC#CCC1(O)c2ccccc2-c2ccccc21
→ -8% | 1% | -1% | -26 | -8% | -4 | u | 2%[9.24 µM] | -16
COc1cc(/C=C(/C#N)c2ccccc2)ccc1Oc1ccc([N+](=O)[O-])cn1
→ u | 3% | 18µM* | 37 | -20% | -74* | 4% | -8% | 13
CCCCC(CC)C(=O)NCc1ccccc1OC (stereo not given)
→ -2% | -2% | -3% | 0 | 5% | 20 | 1% | 1% | 0
COc1ccc(/C=C(\NC(=O)c2ccc(C)cc2)C(=O)NCCCn2ccnc2)cc1
→ 13% | 16% | 9% | 3 | 5% | -13 | -11% | 7% | 4
Cc1ccc2nc(-c3ccc(SCC(=O)Nc4nnc(C)s4)nc3)[nH]c2c1
→ 21µM* | 5% | 0% | -6 | 0% | -95* | u | 9.2µM* | -24
CCCCOc1ccc(/C=C/C2=CC(C)(C)NC(=S)N2)cc1OCC
→ -26% | 5% | -12% | 0 | 0% | u | 46% | u | -17
O=C(CSc1cc(Cl)ccc1Cl)NC1CCCc2ccccc21 (stereo not given)
→ 1% | 6% | 0% | -10 | -10% | -10 | u | -3% | 1
Cc1ncsc1C(=O)O
→ 12% | 1% | 1% | -10 | 9% | -12 | -7% | 10% | -13
O=C(N/N=C/c1ccc(Cl)cc1Cl)c1ccc(-n2cnnn2)cc1
→ 6% | -6% | u | 0 | 4% | -17 | -1% | 4% | 0
CCN(CC)c1ccc(N)cc1S(=O)(=O)Nc1ccc(OC)cc1
→ -23% | 17% | -33% | 2 | -5% | 0 | -2% | -2% | 6
C[C@@H]1CN([C@@H](C)CO)C(=O)CCCn2nncc2CO[C@@H]1CN(C)C(=O)CCC(F)(F)F
→ 9% | 18% | -1% | 20 | -2% | 26 | x | 13% | -3
CC1(C)Cc2c(sc(NC(=O)c3ccc(S(=O)(=O)N4CCCCCC4)cc3)c2C(N)=O)C(C)(C)N1
→ -19% | 3% | -1% | u | 29% | i | u | u | -3
O=S(=O)(c1cccc(NC(=S)N2CCN(c3ccccc3)CC2)c1)C(F)F
→ -1% | -32%[inhibitor] | 4% | 0 | 0% | -15 | -1% | 1% | -12
CCN(CC)c1ccc(N2C(=O)/C(=C\c3cccnc3)SC2=S)cc1
→ 0% | -10% | -22% | u | 2% | -13 | 0% | -2% | -2
O=C(COC(=O)c1ccccc1C(=O)c1ccccc1)NCCc1ccccc1
→ 1% | 7% | u | -4 | 1% | -14 | 6% | 2% | -7
CN(Cc1ccccc1)C(=O)CCN1C(=O)c2cccc([N+](=O)[O-])c2C1=O
→ -2% | 6% | -2% | 0 | 19% | 4 | x | -1% | 5
C=CCc1cc2c(oc(=O)c3ccccc32)c(C)c1O
→ 16% | 24% | -7% | 16 | -10% | 52 | 5% | 0% | -2
Cc1ccc(S(=O)(=O)Cc2ccc(C(=O)N3CCCCCC3)o2)cc1
→ 0% | 0% | -9% | 0 | 2% | -14 | u | 0% | -7
CC(C)(C)c1nnc2cccc(Cl)n12
→ -3% | 7% | 9% | 0 | 0% | -10 | -49%[inhibitor] | -7% | -5
O=C(N1CCOCCOc2ccccc2OCCOCC1)C(F)(F)F
→ 3% | -5% | -4% | 2 | -5% | 0 | -13% | 8% | 6
COc1cc(OC)c(OC)cc1CN1CCN(C(=O)CC(C)C)CC1
→ 23% | 0% | -30% | 2 | 6% | 18 | -1% | 21% | -2
CC(/C=N/NC(=O)CSc1nc(C)cc(C)n1)=C\c1ccccc1
→ 1% | 11% | u | 20 | -8% | -3 | -4% | -1% | 9
Cc1cc(C)cc(NC(=S)N2C3CCCC2CC(NC(=O)C2CC2)C3)c1 (stereo not given)
→ -1% | 3% | u | -10 | -5% | 7 | -4% | -5% | -5
Cc1ccc(C)c(NC(NC(=O)c2ccccn2)C(Cl)(Cl)Cl)c1 (stereo not given)
→ -14% | 2% | -7% | -12 | 12% | -7 | u | -14% | 5
COc1ccc(N(CC(=O)NCc2cccnc2)S(=O)(=O)c2ccc(C)c([N+](=O)[O-])c2)cc1
→ 4% | 22% | u | 9 | 18% | 13 | 10% | 0% | 1
O=C(CCc1ccccc1Cl)Nc1cc2c(cc1C(=O)O)OCCCO2
→ -3% | -5% | 0% | 12 | 16% | -16 | -5% | 7% | -2
COc1ccc(C)cc1NC(=O)C1CC(=O)N(CCc2ccc(F)cc2)C1 (stereo not given)
→ 14% | 0% | 14% | 2 | 12% | 8 | 1% | 18% | 1
COc1cc2c(cc1OC)CN(C(=O)CN1CCN(S(=O)(=O)c3ccccc3Br)CC1)CC2
→ 12% | -3% | 13% | 3 | -2% | -4 | 1% | 0% | 2
Cc1ccc2[nH]c3c(=O)n(N)c(=O)[nH]c3c2c1
→ 0% | -3% | 0% | 8 | 18% | -15 | -29% | 4% | -5
CCCCCCSc1cc(-c2nc3ccc(Cl)cn3c2NCCCC)ccc1OC
→ 4%&3% | u | u | 50&8 | -1%&-12% | 0&-8 | -17%[9.22 µM] | 14%&19% | 26&-2
Cc1nc(NC(=O)Nc2ccc(Cl)cc2)sc1C
→ 15% | 0% | -1% | 7 | 1% | -23 | -15% | 15% | 3
O=c1c2[nH]c3ccccc3c2nc2n1CCCS2
→ -2% | 9% | -4% | -23 | 1% | 2 | -5% | -1% | -3
COc1ccc(/C=N/NC(=O)c2ccc(Cn3cc([N+](=O)[O-])cn3)o2)cc1O
→ -3% | 16% | u | 4 | 19% | 3 | -2% | 5% | 1
CCCC(C)NC(=O)CSc1nc2ccc(C)cc2[nH]1 (stereo not given)
→ -1% | -7% | -11% | -5 | -78% | -6 | -84%[inhibitor] | -10% | 1
CC1CCCN(C(=O)COC(=O)c2cc([N+](=O)[O-])ccc2N2CCOCC2)C1 (stereo not given)
→ 0% | 18% | -8% | -7 | 14% | 16 | 2% | -4% | -9
O=S1(=O)CCN(C2CCCC2)CC1
→ 10% | 12% | 11% | -14 | 16% | 14 | x | 7% | -1
CN(Cc1ccccc1)C(=O)CN1C(=O)c2ccccc2S1(=O)=O
→ -7% | 8% | 29% | -8 | 0% | -8 | -2% | -3% | -1
COc1cccc(-n2nnnc2SCC(=O)Nc2cccc(C)n2)c1
→ -3% | -7% | 10% | -10 | -12% | -16 | u | 4% | -12
CC(=O)Nc1ccc(Nc2c3c4c(cccc4n(C)c2=O)C(=O)c2ccccc2-3)cc1
→ 1% | 3% | -1% | 8 | 0% | -14 | -3% | -8% | -6
O=c1c2ccccc2nc2n1CCCCC2
→ 5% | 5% | -4% | -25 | 10% | 19 | -4% | 1% | -2
COCCNc1c([N+](=O)[O-])c(=O)n(-c2ccccc2)c2ccccc12
→ 3% | -1% | 0% | 9 | 1% | 0 | 2% | 2% | 1
O=C1NC(c2ccco2)Nc2sc3c(c21)CCN(Cc1ccccc1)C3 (stereo not given)
→ -8% | 1% | -6% | -1 | -1% | 14 | -1% | -2% | -6
CCCOc1cccc(C(=O)NC(=S)Nc2ccccc2)c1
→ 3% | -1% | -5% | 9 | 12% | -11 | u | 12% | 1
